N370S GC mod = inhibits or activates N370S mutant glucocerebrosidase. P04062. N370S GC spleen homogenate, 4MU-glucoside fluorescence. Potency, µM (doses to about 59.4 µM), for inactives: at the top dose activity change, negative = inhibition, usual class: inhibitors. 0.092% of 330,000 active. AID 2101;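 also: 0% = full enzyme activity and -100% = no enzyme basal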
TDP1 block = inhibitors of human tyrosyl-DNA phosphodiesterase TDP1. Q9NUW8. recombinant TDP1, AlphaScreen DNA substrate cleavage. 0.28% of 350,000 active. Potency, µM (top dose mostly 130 µM), inactives show at the highest dose activity change, negative = inhibition, actives largely listed as inhibitors. AID 485290; also: nearly all actives have a fitted effect of over 40% in size
Target sequence (Q9NUW8 whole entry, looked up): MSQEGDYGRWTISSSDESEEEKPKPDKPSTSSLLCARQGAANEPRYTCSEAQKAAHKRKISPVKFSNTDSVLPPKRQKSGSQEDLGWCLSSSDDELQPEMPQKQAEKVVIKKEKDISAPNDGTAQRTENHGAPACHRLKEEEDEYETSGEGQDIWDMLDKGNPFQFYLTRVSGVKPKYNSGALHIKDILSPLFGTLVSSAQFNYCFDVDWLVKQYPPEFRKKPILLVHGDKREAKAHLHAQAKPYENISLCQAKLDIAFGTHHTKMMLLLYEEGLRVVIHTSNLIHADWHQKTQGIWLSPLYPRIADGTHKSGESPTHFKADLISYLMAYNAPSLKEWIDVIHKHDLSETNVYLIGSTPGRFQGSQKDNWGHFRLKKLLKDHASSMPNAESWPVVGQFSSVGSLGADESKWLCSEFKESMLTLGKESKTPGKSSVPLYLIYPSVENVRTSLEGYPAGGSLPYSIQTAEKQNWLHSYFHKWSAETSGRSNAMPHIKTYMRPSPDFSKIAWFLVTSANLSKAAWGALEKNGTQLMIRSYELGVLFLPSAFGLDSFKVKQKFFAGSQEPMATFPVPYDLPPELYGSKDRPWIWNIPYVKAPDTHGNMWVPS
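Recombinant human Tdp1 (E. coli-expressed, 1 nM final) preincubated with compounds 15 min at room temperature, then 5'-biotin/3'-phosphotyrosine-FITC DNA substrate (15 nM final) added for 5 min. AlphaScreen beads (10 ug/ml final) added 10 min; cleavage lowers signal.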
TDP1 cell noCPT = qHTS for Inhibitors of human tyrosyl-DNA phosphodiesterase 1 (TDP1): qHTS in cells in absence of CPT; DT40 Tdp1-/- hTDP1 cells, no CPT, ATP luminescence, 48 h; Potency, µM (titrated, usually from 46.2 µM), for inactives: top-dose activity change, negative = growth inhibition, hits mostly inhibitors; 15% of 420,000 active; AID 686978, 2013; also: nearly all actives have a fitted effect of over 55% in size
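Compound effects on proliferation are scored in DT40 Tdp1-/-;hTDP1 cells in the absence of CPT. ATP levels (CellTiter-Glo luminescence) are recorded after a ≥48 hr, 37 °C incubation.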
Numbers without * were called inactive; ? = inconclusive; · = not tested or not shown; [ ] = remark or other dose. Calls follow the shape of the dose curve; as a rule, active = well fitted curve in the direction sought with a large enough effect; inconclusive = small, poorly fitted or top-dose-only effect, or another doubt; inactive = no such curve, though single readings can be large; an effect the other way counts as inactive or inconclusive. Unless noted, % is scaled to controls: 0 for no effect and ±100 for the full control effect; potency is read from the fitted curve at half-maximal effect. This is a subset. The share of hits here may be higher or lower than overall.

Values run as follows: TDP1 cell noCPT | TDP1 block | N370S GC mod
> O=C(CN1C(=O)S/C(=C/c2ccccn2)C1=O)N1CCOCC1
  -0.2% | 2.2% | -0.2%
> CCc1ccc(-n2cc(-c3ccc([N+](=O)[O-])cc3)[nH]c2=S)cc1
  -4.8% | 5.3% | -4.8%
> CC(=O)Nc1ccc(NC(=O)COC(=O)Cc2c[nH]c3ccccc23)cc1
  -4.2% | 7.1% | 15.9%
> COc1ccc(S(=O)(=O)Nc2cccc(Cl)c2)cc1OC
  11.3% | 5.8% | -1.8%
> Cc1cc(Cl)ccc1OCC(=O)NN1C(=O)C2C3C=CC(C3)C2C1=O (stereo not given)
  -6.1% | 8.3% | 3.2%
> CCOc1ccc2[nH]c(=O)c(CN(CCO)C(=O)c3ccc(Br)cc3)cc2c1
  -27.0% | 2.8% | -3.0%
> O=C(Nc1ccc(SC(F)F)cc1)c1ccc2c(=O)n3c(nc2c1)CCC3
  ? | 0.2% | ·
> O=C(N/N=C/c1ccccn1)c1cccc(NC(=O)c2ccc(Cl)cc2)c1
  ? | · | 1.8%
> COC(=O)c1ccccc1S(=O)(=O)N1CCC(C(=O)OCc2cccc(OC)c2OC)CC1
  2.2% | -0.7% | -3.8%
> CCCc1cc(-c2n[nH]c(=S)n2CC)cs1
  -22.3% | 4.9% | -16.2%
> CCOC(=O)c1c(NC(=O)c2cc(-c3ccc(OC)c(OC)c3)on2)sc2c1CCCC2
  -23.0% | 2.7% | ·
> CC1CCCCC1NC(=O)COCc1cc(-c2cccs2)on1 (stereo not given)
  ? | 4.9% | 1.5%
> Cc1nc(NC(C)C(=O)O)c2nc(C)oc2n1 (stereo not given)
  -0.7% | 3.2% | -3.3%
> CCn1c(=O)c([N+](=O)[O-])c(NCC(O)c2ccccc2)c2ccccc21 (stereo not given)
  ? | 2.7% | -2.4%
> CCN(CC)CCn1c2c(c(SCC(=O)Nc3ccc(C)c(F)c3)nc1=O)CCC2
  -25.5% | · | -5.6%
> COc1ccccc1NC(=O)c1c(N=Cc2c(O)ccc3ccccc23)cnn1C
  6.51µM* | 6.0% | 4.0%
> CN(C)c1ccc(C2Nc3ccccc3C(=O)N2NS(=O)(=O)c2ccccc2)cc1 (stereo not given)
  -1.2% | 5.4% | 2.0%
> Cc1ccccc1C(=O)Nc1nnc(S(=O)(=O)N(C)c2ccc(Cl)cc2)s1
  ? | -3.9% | ·
> CCCCCCCNC(=O)C1(CC2CC(c3cccc(Br)c3)=NO2)CCN(C(=O)CCCCCBr)CC1 (stereo not given)
  25.9µM* | 1.7% | ?
> Cc1ccc(C(=O)N(c2ccc(C)cc2)S(=O)(=O)c2ccc(Cl)cc2)cc1
  23.1µM* | -8.4%[12.3 µM] | ·
> COc1ccc(C)cc1NC(=O)COc1cc(=O)n(C)c2ccccc12
  -20.7% | -1.2% | ·
> CCN(CC(=O)Nc1ccc2c(c1)OCCO2)C(=O)/C=C/c1ccc([N+](=O)[O-])cc1
  0.7% | 4.5% | ·
> Cc1ccnn2cc3c(=O)n(C)c(=O)n(C)c3c12
  · | -3.8% | -4.6%
> CNC(=O)CC1C(=O)N(c2ccc(F)cc2)C(=S)N1NC(=O)c1ccc(Br)cc1 (stereo not given)
  -27.6% | · | -21.4%
> COCCN1C=C(C(=O)OC)C(c2cc(Br)c(OC)c(OC)c2)C(C(=O)OC)=C1
  ? | · | ?
> O=C(COC(=O)c1ccco1)Nc1cccc(Br)c1
  -19.1% | 2.0% | ?
> Cc1nonc1OCCN1CCN(c2ccc([N+](=O)[O-])cc2)CC1
  ? | -1.2% | -6.4%
> C=CCNC(=O)NC(=O)CN1C(=O)NC(c2ccccc2)(c2ccccc2)C1=O
  ? | -0.7% | -2.9%
> O=C(CS(=O)(=O)c1cn(CC(=O)N2CCOCC2)c2ccccc12)NCc1ccc(F)cc1
  -7.6% | 1.5% | -11.8%
> CC(C)NC(=O)Cn1cc(C(=O)C(=O)N2CCOCC2)c2ccccc21
  -0.8% | -0.1% | -13.7%
> CCN1C[C@@H]2[C@@H]3C(=O)N(Cc4ccccc4)C(=O)[C@@H]3[C@](CC)(C1=O)N2C(=O)c1ccc(C(F)(F)F)cc1
  -8.5% | 0.5% | ·
> COc1cc(/C=C2/SC(=O)NC2=O)ccc1OC(=O)c1ccco1
  16.4µM* | 3.6% | -12.9%
> NS(=O)(=O)c1ccc(NC(=O)COC(=O)COc2ccccc2)cc1
  -11.4% | -2.7% | 12.5%
> CCCN1CCN(C(=S)Nc2ccc([N+](=O)[O-])cc2)CC1
  -26.7% | 2.7% | 4.5%
> COc1ccc(CN2C(=NC(=O)C3CCCCC3)SC3CS(=O)(=O)CC32)cc1 (stereo not given)
  17.8% | 1.5% | 6.0%
> O=C(C/C=N/OCc1ccc(F)cc1Cl)c1cnc(-c2ccccc2)s1
  ? | 4.8% | 2.0%
> Cc1ccc(CN2CCN(C(=O)CCN3C(=O)c4ccccc4C3=O)CC2)cc1
  -18.7% | 8.0% | 3.2%
> C=CCNc1ncnc2c1[nH]c1ccc(Cl)cc12
  23.1µM* | 2.0% | -13.9%
> O=C(Nn1c(=O)[nH]c2ccsc2c1=O)c1ccccc1
  -5.9% | 5.2% | 1.2%
> COc1ccc(C(=O)NCCCCCCNC(=O)c2ccc(OC)cc2)cc1
  -20.3% | · | -22.8%
> Cc1cc(C)c(NC(=O)c2sc3nc4c(cc3c2N)C(=O)CC(C)(C)C4)c(C)c1
  18.4µM* | 7.6% | ?
> COc1cc(/C=N/NC(=O)c2ccncc2)ccc1OCC(=O)Nc1ccc(C)c(C)c1
  ? | · | 0.4%
> CCN1C(=NCCCOC(C)C)N[C@@H](CCc2ccccc2)[C@H](C(=O)NCCCOC(C)C)[C@H]1C
  1.64µM* | 0.9% | -1.5%
> Fc1ccc(COc2cccc3cccnc23)cc1
  8.9% | -12.3% | 5.9%
> NNC(=O)c1cc2c(N3CCC(Cc4ccccc4)CC3)ncnc2s1
  23.1µM* | 8.8% | -5.8%
> Cc1ccc(-c2nn(-c3ccccc3)cc2C(=O)N2CCN(C3CCS(=O)(=O)C3)CC2)cc1 (stereo not given)
  16.8% | 0.4% | ·
> CC(C)=CCN1CCN(Cc2cnc(N3CCCC3)s2)CC1CCO (stereo not given)
  -9.8% | 5.1% | -6.8%
> COc1ccc(-n2c(O)c(/C=N/Nc3nc(C)cc(C)n3)c3ccccc3c2=O)cc1OC
  ? | 10.1% | -12.8%
> Cc1ccc2oc(-c3ccc(NC(=O)c4cccnc4)cc3)nc2c1
  20.6µM* | 4.2% | -2.8%
> CCN(CC)C(=O)[C@H]1CC(CC(=O)NCCc2ccccn2)C(=O)N2CCc3c([nH]c4ccc(OC)cc34)[C@]12C (stereo not given in full)
  -21.6% | -0.1%[56.1 µM] | ·
> CC(C)c1ccc(NC(=S)N2CCN(C)CC2)cc1
  12.3% | -0.4% | -5.3%
> Cc1ccc(C(=O)NCC(=O)N2CCN(S(=O)(=O)c3cccs3)CC2)s1
  -6.1% | 0.0% | -5.1%
> O=c1oc2ccc(F)cc2cc1-c1nc(-c2cccs2)no1
  -13.7% | 5.1% | ·
> CCC(c1nnnn1Cc1ccccc1)N(Cc1ccco1)Cc1cc2cc(OC)ccc2[nH]c1=O (stereo not given)
  20.6µM* | 6.9% | 3.9%
> CCOc1ccc(C(=O)NCC(=O)N2CCCC2)cc1
  -25.1% | 9.2% | 0.0%
> CCN(CC)CCCNC(=O)c1ccc(OCC(=O)Nc2ccccc2C(F)(F)F)c(OC)c1
  ? | 5.8% | 2.3%
> C#CCO[C@@H]1C[C@H](n2cnc3c(=O)[nH]c(NC(=O)C(C)C)nc32)O[C@@H]1CO
  3.2% | 1.2% | 10.7%
> COc1ccc(C(=O)NC2CCN(CC(=O)NCc3cccc(OC)c3)CC2)cc1
  -10.4% | -1.6% | -15.5%
> O=C(NC(NC(=S)Nc1ccc(Cl)cc1Cl)C(Cl)(Cl)Cl)c1cccc([N+](=O)[O-])c1 (stereo not given)
  5.8µM* | 7.8% | -0.9%
> CCOc1ccc(CN(C)C(=O)NNC(=O)c2ccc(C)cc2)cc1OC
  -10.4% | 2.8% | -1.6%

The list continues.
Values run as follows: TDP1 cell noCPT | TDP1 block | N370S GC mod
> O=[N+]([O-])c1ccc(S(=O)(=O)N2CCSC2c2ccco2)cc1 (stereo not given)
  ? | 11.4% | -3.5%
> O=C(O)C1CCCCC1C(=O)Nc1cccc2ccccc12 (stereo not given)
  8.2µM* | 0.0% | 3.8%
> Cc1cc(NC(=O)c2cc(-c3ccc(F)cc3)on2)nn1Cc1ccc(Cl)cc1
  -20.1% | -5.5% | ·
> CCN(CC(=O)Nc1c(F)cccc1F)C(=O)C1CC1C (stereo not given)
  -25.8% | -0.4% | -9.5%
> CCc1cccc(NC(=O)CSc2ncc3c(n2)-c2ccc(Cl)cc2N(Cc2ccccc2)S3(=O)=O)c1
  16.4µM* | -5.3% | ·
> CCc1ccccc1NC(=S)N(CCN1CCCCC1)Cc1ccco1
  ? | 2.5% | -10.2%
> Cc1ccc(NC(=O)c2ccc(S(=O)(=O)NCc3cccnc3)cc2)c(C)c1
  ? | · | -7.5%
> OC(Cn1cncn1)c1ccc(Cl)cc1 (stereo not given)
  1.0% | 3.1% | 0.6%
> Nc1cc(=O)nc(SCC(=O)N(C2CCCCC2)C2CCCCC2)n1-c1ccccc1
  -18.6% | 7.5% | -4.7%
> CCCCN(C)C1CCN(C(=S)Nc2ccc(OC)cc2)CC1
  -1.8% | 1.1% | 6.1%
> O=C(Cn1ncc2c([nH]c3ccccc32)c1=O)N1CCN(c2ccccn2)CC1
  -28.2% | 4.0% | ?
> O=C(Nc1ncc(Cc2cccc(Cl)c2)s1)C1CCCO1 (stereo not given)
  -15.8% | 1.9% | 9.7%
> CCN(CC)S(=O)(=O)c1ccc(Cl)c(C(=O)Nc2nncs2)c1
  9.8% | -2.3% | 1.4%
> CC(C)[C@H](NC(=O)c1ccc(C(C)(C)C)cc1)C(=O)Nc1nnc(C2CC2)s1
  ? | 4.5% | -13.3%
> CN(Cc1ccccc1)C(=O)c1ncn(C)c1C(=O)N(C)Cc1ccccc1
  -24.8% | 0.4% | ·
> COc1cc(/C=N/NC(=O)CC23CC4CC(CC(C4)C2)C3)cc(Br)c1OCC(=O)N(C)C
  18.4µM* | 2.2% | -0.9%
> Cc1nc2c3cc(F)ccc3n(Cc3ccccc3)c2s1
  ? | 2.3% | 19.5%
> CCCCCOc1c(Cl)cc(C(=O)N(Cc2ccc(C)o2)C2CCS(=O)(=O)C2)cc1Cl (stereo not given)
  16.4µM* | 4.9% | ·

Pulled by structure from the entries so far, four records:
Values run as follows: TDP1 cell noCPT | TDP1 block | N370S GC mod
> CC(C)[C@H](NC(=O)c1ccc(C(C)(C)C)cc1)C(=O)Nc1nnc(C2CC2)s1
  ? | 4.5% | -13.3%
> CCN(CC(=O)Nc1c(F)cccc1F)C(=O)C1CC1C (stereo not given)
  -25.8% | -0.4% | -9.5%
> CCCCCOc1c(Cl)cc(C(=O)N(Cc2ccc(C)o2)C2CCS(=O)(=O)C2)cc1Cl (stereo not given)
  16.4µM* | 4.9% | ·
> CCc1cccc(NC(=O)CSc2ncc3c(n2)-c2ccc(Cl)cc2N(Cc2ccccc2)S3(=O)=O)c1
  16.4µM* | -5.3% | ·

Record cards (already shown). Screens in order: TDP1 cell noCPT, TDP1 block, N370S GC mod
Shown for `O=[N+]([O-])c1ccc(S(=O)(=O)N2CCSC2c2ccco2)cc1` (stereo not given) → ?, 11.4%, -3.5%
Shown for `O=C(O)C1CCCCC1C(=O)Nc1cccc2ccccc12` (stereo not given) → 8.2µM*, 0.0%, 3.8%
Shown for `Nc1cc(=O)nc(SCC(=O)N(C2CCCCC2)C2CCCCC2)n1-c1ccccc1` → -18.6%, 7.5%, -4.7%

Assay outcomes: PubChem BioAssay, National Center for Advancing Translational Sciences (NCATS)
